Assay outcomes: PubChem, Sanford-Burnham Center for Chemical Genomics
MT1-MMP act inh: MT1-MMP (human) activation inhibition. HT1080 RFP-PRO-GFP cells, GFP/RFP ratio fluorescence, overnight; percent of plate control window, DMSO zero. 0.061% of 360,000 active. GFP/RFP ratio change, % at 20 µM. P50281;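 active = GFP/RFP ratio change of at least 30% with cell ATP level not reduced by more than half and red fluorescence within 50% of control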; note: strong numbers were not always called active
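Material – HT1080 RFP-PRO-GFP cells · Control set – DMSO wells and RFP-L50D-GFP cells · Incubation – overnight cell settling, then overnight compound exposure, 37 °C, 5% CO2 · Compound dosing – single-point 20 µM compound, 1% DMSO · Read-out – GFP/RFP fluorescence ratio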
DNMT1 block: inhibitors of human DNMT1; P26358; DNMT1 molecular beacon, Hinp1I cleavage, fluorescence; inhibition (reported as % activation of signal), % at 10 µM; 0.83% of 360,000 active; AID 588458; in the data active = inhibition above about 50%
STEP inh: inhibitors of human striatal-enriched phosphatase STEP; recombinant STEP, OMFP fluorogenic substrate, fluorescence; AID 588621; inhibition, % at 20 µM; 0.25% of 360,000 active;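 active = inhibition at 20 µM, scaled per plate between control wells, above about 37%, limit read from the data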;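 note: 0% = DMSO with enzyme and substrate and 100% = substrate only without enzyme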
Target sequence (P54829 whole entry, looked up): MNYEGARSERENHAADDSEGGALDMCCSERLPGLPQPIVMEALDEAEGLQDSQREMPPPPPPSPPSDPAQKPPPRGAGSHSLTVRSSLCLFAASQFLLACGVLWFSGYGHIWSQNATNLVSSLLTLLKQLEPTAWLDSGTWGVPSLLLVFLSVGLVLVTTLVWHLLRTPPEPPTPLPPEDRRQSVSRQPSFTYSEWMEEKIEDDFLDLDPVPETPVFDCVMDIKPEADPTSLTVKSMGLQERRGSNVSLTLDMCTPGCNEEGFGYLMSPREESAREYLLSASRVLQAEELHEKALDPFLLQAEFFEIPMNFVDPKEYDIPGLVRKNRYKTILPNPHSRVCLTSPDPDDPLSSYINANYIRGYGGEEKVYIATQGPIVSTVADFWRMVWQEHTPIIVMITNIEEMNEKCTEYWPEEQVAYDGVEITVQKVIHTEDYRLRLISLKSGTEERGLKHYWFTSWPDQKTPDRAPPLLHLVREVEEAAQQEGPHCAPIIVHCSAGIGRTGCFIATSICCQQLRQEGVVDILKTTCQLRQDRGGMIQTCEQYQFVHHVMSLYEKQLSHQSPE
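medium = Bis-Tris buffer pH 6.0, 2.5 mM DTT, 0.005% Tween 20 | test system = STEP (striatal-enriched tyrosine phosphatase) enzyme, cell-free | measure = normalized % inhibition | compound dosing = 20 µM, 1% DMSO | also added = 25 µM OMFP | schedule = reaction 20 min, ambient temperature | measured by = fluorescence read at 480 nm ex / 540 nm em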
CendR NRP1 mod: NRP-1/CendR interaction modulation. O14786. FAM-RPARPAR peptide binding to NRP-1, fluorescence polarization. inhibition, % at 25 µM. 0.85% of 360,000 active. AID 602438;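 active = inhibition or corrected inhibition above about 18%, plus a signal ratio from 0.5 to 1.5, limit read from the data, passing the limit was not always enough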; note: strong numbers were not always called active
SKN-1 block: blocks SKN-1 activity in C. elegans. C. elegans VP596 Pgst-4::GFP/RFP ratio, acrylamide-induced, 24 h. inhibition, % at 21.8 µM. 0.49% of 360,000 active. AID 624304;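 active = interference check ratio from 0.5 to 1.5 plus GFP to RFP signal ratio inhibition reaching or exceeding a fixed threshold, cut at about 30% in these data, passing the limit was not always enough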; note: some compounds called inactive have numbers as strong as hits
SUMO1-SIM PPI: SUMO1-SIM interaction modulation; 0.33% of 360,000 active; AID 602429; SUMO1 binding to a labelled peptide, TR-FRET, 1 h; inhibition, % at 20 µM; P63165; in the data active = inhibition above about 37%
Rpn11 inh: Rpn11 (human) deubiquitinase inhibition | O00487 | human 26S proteasome, Ub4-pepOG fluorescence polarization; 20S core pre-blocked with epoxomicin | calls only at 20 µM | 0.59% of 360,000 active | AID 588493;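 active = inhibition at 20 µM, scaled to each plate's controls, above about 33%, limit read from the data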
Target sequence (O00487 whole entry, looked up): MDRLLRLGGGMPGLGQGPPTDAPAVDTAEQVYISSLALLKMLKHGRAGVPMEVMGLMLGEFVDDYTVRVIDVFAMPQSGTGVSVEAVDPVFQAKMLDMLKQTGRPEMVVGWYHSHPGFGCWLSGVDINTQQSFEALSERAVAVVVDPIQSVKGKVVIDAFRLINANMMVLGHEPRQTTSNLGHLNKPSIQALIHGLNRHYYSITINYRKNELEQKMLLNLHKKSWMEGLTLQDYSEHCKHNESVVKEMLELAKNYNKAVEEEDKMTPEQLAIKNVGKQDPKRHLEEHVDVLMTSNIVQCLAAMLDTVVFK
NadD inh: blocks S. aureus nicotinate mononucleotide adenylyltransferase. inhibition, % at 20 µM. 0.78% of 360,000 active. AID 602399. purified NadD enzyme, colorimetric absorbance read-out; in the data active = inhibition above about 26%; note: some compounds past the cut are filed as inactive
Scp-1 inhibitor: blocks human Scp-1 phosphatase activity; Q9GZU7; Recombinant Scp1, phosphopeptide, malachite green phosphate absorbance; inhibition, % at 20 µM; 0.88% of 340,000 active; AID 493091;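 active = inhibition above about 50% at 20 µM, limit read from the data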;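 note: plate controls were DMSO wells with enzyme for no effect and wells lacking enzyme for full effect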
Target sequence (Q9GZU7 76-261 limits assumed): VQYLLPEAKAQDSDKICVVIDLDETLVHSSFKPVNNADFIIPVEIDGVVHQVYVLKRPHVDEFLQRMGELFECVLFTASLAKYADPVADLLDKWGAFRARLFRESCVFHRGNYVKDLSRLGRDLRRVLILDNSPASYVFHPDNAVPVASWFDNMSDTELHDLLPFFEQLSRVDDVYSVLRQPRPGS
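Incubation: 45 min enzyme reaction at room temperature / System: truncated SCP-1 phosphatase (76-261aa) / Reagent: Phospho 17-mer peptide substrate / Buffer or medium: Acidic Tris acetate buffer with magnesium and detergent / Signal: absorbance at 630 nm / Doses: one concentration, 20 µM, with 1.0% DMSO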
LMPTP block: LMPTP (human) inhibition. 0.22% of 360,000 active. AID 651560. P24666. recombinant LMPTP-A, OMFP fluorogenic substrate, fluorescence intensity. inhibition, % at 20 µM;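 active = compounds that cut the enzyme signal by at least half of the control window in the single-dose screen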;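 note: plate controls were DMSO wells with enzyme plus substrate for no effect and substrate without enzyme for full effect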
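Buffer or medium: Bis-Tris pH 6.0, DTT, detergent; Assay system: LMPTP-A enzyme; Quantity: 0.625 nM enzyme; Detection: endpoint fluorescence intensity; Times: 50 min dark incubation at room temperature; Controls: substrate-only low control, DMSO enzyme-plus-substrate high control; Doses: single 20 µM dose; Read-out: percent inhibition versus substrate-only and uninhibited controls; Reagent: 400 µM OMFP.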
Numbers without * were called inactive; i = inactive; . = no result given. Outcome played no part in choosing rows; about 3.9% have a hit in one of these screens.

#	Structure	MT1-MMP act inh	DNMT1 block	STEP inh	CendR NRP1 mod	SKN-1 block	SUMO1-SIM PPI	Rpn11 inh	NadD inh	Scp-1 inhibitor	LMPTP block
1	COc1ccc(-c2nnc(SCC(=O)Nc3cc(S(=O)(=O)N4CCCCC4)ccc3Cl)n2N)cc1	6	2	-1	3	6	5	i	4	2	0.0
2	c1ccc2c(c1)-c1nc3ccccc3cc1C2N1CCOCC1 (configuration not stated)	3	-7	-2	9	0	-7	i	-1	-5	1.2
3	O=C(CC(=O)c1ccccc1)c1ccccc1	2	0	0	3	-6	-19	i	-2	-13	0.2
4	COc1cccc(CNS(=O)(=O)c2cc(-c3cc(C)no3)ccc2C(C)C)c1	1	0	0	7	15	6	i	-9	-9	2.7
5	c1ccc(C2C3=C(CCCC3)Nc3ncnn32)cc1 (configuration not stated)	-3	-1	-1	-3	3	-4	i	2	5	-1.8
6	O=C(CSc1nncn1-c1cccnc1)N1CCOCC1	-3	-2	2	-2	13	2	i	9	-3	-1.9
7	O=C(Nc1nccs1)C1CCCN(S(=O)(=O)c2cccnc2)C1 (configuration not stated)	8	-1	0	-6	-10	3	i	4	0	0.3
8	CCc1ccccc1NC(=O)c1ccc2snnc2c1	5	1	0	4	2	-4	i	-1	-14	-1.2
9	O=C(Nc1cnccn1)C1c2ccccc2Oc2ccccc21	1	-3	-4	5	-9	3	i	-5	-3	-1.8
10	CCOC(=O)c1sc(NC(=O)CSc2nc(-c3ccco3)cc(C(F)(F)F)n2)c(C(=O)OC)c1C	-8	6	4	4	5	3	i	1	-3	0.4
11	Cc1c(/C=N/NC(=O)c2ccccc2O)c2ccccn2c1C(=O)c1ccc(F)cc1	-5	-12	2	-6	4	4	i	29	-9	1.3
12	Cc1ccc(S(=O)(=O)NCC(=O)OCC(=O)Nc2cccc(S(=O)(=O)NC3=NCCCCC3)c2)cc1C	-1	-1	2	-8	-17	-1	i	-5	-11	-1.2
13	O=C(O)c1ccccc1-c1ccccc1C(=O)Nc1ccc2c(c1)[nH]c(=O)c1ccccc12	2	-1	3	-112	12	35	i	5	-16	0.5
14	CC(Nc1ccc(Cl)cc1)c1cc(Cl)ccc1O (configuration not stated)	2	-9	-4	2	10	3	i	7	-2	3.8
15	O=C(c1cc2c(=O)n3ccccc3nc2s1)N1CCN(Cc2ccc3c(c2)OCO3)CC1	-2	-6	10	-3	-3	-12	i	-4	-3	5.1

Quoted at random: 2 compounds from above, in no set order.
#	Structure	MT1-MMP act inh	DNMT1 block	STEP inh	CendR NRP1 mod	SKN-1 block	SUMO1-SIM PPI	Rpn11 inh	NadD inh	Scp-1 inhibitor	LMPTP block
7	O=C(Nc1nccs1)C1CCCN(S(=O)(=O)c2cccnc2)C1 (configuration not stated)	8	-1	0	-6	-10	3	i	4	0	0.3
3	O=C(CC(=O)c1ccccc1)c1ccccc1	2	0	0	3	-6	-19	i	-2	-13	0.2

Remaining list, next part.
#	Structure	MT1-MMP act inh	DNMT1 block	STEP inh	CendR NRP1 mod	SKN-1 block	SUMO1-SIM PPI	Rpn11 inh	NadD inh	Scp-1 inhibitor	LMPTP block
16	CCCNCc1cc(Br)ccc1OCC(=O)NCCc1ccccc1	-2	13	-1	-4	2	1	i	-5	-6	-1.0
17	Cc1c(OCC(=O)N(C)C)ccc2c(-c3ccccc3)cc(=O)oc12	-2	-1	-1	0	8	-28	i	-4	-12	0.2
18	CCC1CCCCN1C(=O)COc1cccc2c1CCN(C)C2=O (configuration not stated)	3	0	-5	-13	-10	3	i	-3	-4	-0.9
19	CCc1ccc(NC(=O)CSc2ccc(-c3ccco3)nn2)cc1	2	-3	0	-2	7	-3	i	10	-3	0.6
20	CC(C)(C)c1ccc(C(=O)N2CCC(=O)N(C(CO)Cc3ccccc3)CC2)cc1 (configuration not stated)	5	-2	-1	4	2	1	i	3	-8	0.6
21	Cc1nnsc1C(=O)NC1CCCc2c1cnn2-c1ccc(C(C)(C)C)cc1 (configuration not stated)	9	-1	-4	-6	-2	1	i	-1	-2	0.8
22	Cc1ccc(C(=O)NCc2ccc3c(c2)OCO3)cc1Cl	2	1	0	-21	8	-3	i	1	-8	2.9
23	Cc1ccc(C(=O)OCC(=O)Nc2c(C)n(C)n(-c3ccccc3)c2=O)cc1[N+](=O)[O-]	2	2	2	8	7	-9	i	-2	-9	-0.2
24	O=C(Nc1ccc(-c2nc3ncccc3o2)cc1)c1ccc([N+](=O)[O-])o1	4	50*	5	-6	-4	-17	i	8	-2	4.4
25	Cc1cc(C)cc(NS(=O)(=O)c2c(C(=O)N3CCCCCC3)c(C)n(C)c2C)c1	-3	1	6	6	6	-2	i	-5	-6	-0.7
26	CC(=O)Nc1ccc(N/C=C/C(=O)c2ccccc2)cc1	5	0	6	0	20	-28	i	-3	-5	-0.3
27	CC1NC(=O)COC1c1ccccc1 (configuration not stated)	-4	2	-2	-1	6	1	i	-5	.	-1.5
28	Cn1c(=O)cc(OCCCC(=O)N2CCN(Cc3ccc4c(c3)OCO4)CC2)c2ccccc21	9	0	1	-9	16	-5	i	2	-5	0.9
29	Cc1ccc(S(=O)(=O)NCC(=O)OC(C)C(=O)Nc2ncc(Cl)cc2Cl)cc1 (configuration not stated)	4	1	0	-13	0	3	i	-1	-8	-0.4
30	COc1cccc(CNc2ccc3c(c2)nc(C)n3C)c1OC	5	-1	0	6	14	0	i	-6	-8	0.8

(listing goes on)
#	Structure	MT1-MMP act inh	DNMT1 block	STEP inh	CendR NRP1 mod	SKN-1 block	SUMO1-SIM PPI	Rpn11 inh	NadD inh	Scp-1 inhibitor	LMPTP block
31	COc1ccc(NC(=O)Cn2c(=O)n(CC(=O)NCc3ccco3)c(=O)c3ccccc32)cc1OC	5	-1	0	-14	14	1	i	2	-7	-0.6
32	CC(C)CNC(=O)CCCSc1nc2ccccc2[nH]1	1	0	-1	0	4	-1	i	8	-4	-1.4
33	Cc1cc(C)nc(NC(=O)c2ccc(Cl)c(Cl)c2)n1	-3	-1	-1	12	18	-2	i	-1	-2	-0.8
34	CC(=O)NC(=S)Nc1ccc([N+](=O)[O-])cc1C	2	0	1	-1	3	-15	i	0	-5	-0.5
35	CCCc1cc2c(cc1NC(=O)Cc1ccccc1)OCO2	-2	4	2	1	-14	1	i	-1	3	2.3
36	CCCNC(=O)Cc1c(C)oc2ccccc12	-3	-2	-2	-2	-6	2	i	-6	-7	-1.4
37	CCOC(=O)C1=C[C@@H](C(C)(C)C)N(S(=O)(=O)c2ccc(C)cc2)[C@H]1c1cccc2ccccc12	-6	3	3	-1	15	-1	i	-1	.	2.8
38	O=C(COC(=O)c1c[nH]c(=O)[nH]c1=O)Nc1ccccc1	4	-2	-1	5	-11	-4	i	6	-3	-1.1
39	CC(C)CNc1nc(Oc2ccc(=O)n(C)n2)nc(N2CCOCC2)n1	6	-1	-5	1	12	-1	i	-3	0	-6.8
40	COc1ccc(Cl)cc1S(=O)(=O)NC(C)C(=O)NCc1cccnc1 (configuration not stated)	5	0	0	4	19	1	i	-3	-5	-1.2
41	CC(C)c1nnc2n1N=C(c1ccc(Cl)cc1)CS2	2	-4	-1	14	1	3	i	5	-2	-0.8
42	Cc1c(C(=O)N(CCC#N)c2ccccc2)sc2nc3n(c(=O)c12)CCCC3	-2	1	-3	4	-1	5	i	1	-2	-1.1
43	CCOC(=O)c1c(C(C)(C)C)oc2ccc(O)cc12	8	11	-4	4	8	-1	i	-8	-3	0.1
44	CCCN1C(=O)/C(=C/c2ccc(C)s2)SC1=Nc1ccc(OC)cc1	-5	-1	4	-25	2	-1	i	-3	-9	1.8
45	O=C(NCCc1csc(-c2ccc(C(F)(F)F)cc2)n1)c1cccs1	0	10	-1	1	17	-8	i	-8	-9	1.4

9 consecutive records from above, for reference:
#	Structure	MT1-MMP act inh	DNMT1 block	STEP inh	CendR NRP1 mod	SKN-1 block	SUMO1-SIM PPI	Rpn11 inh	NadD inh	Scp-1 inhibitor	LMPTP block
31	COc1ccc(NC(=O)Cn2c(=O)n(CC(=O)NCc3ccco3)c(=O)c3ccccc32)cc1OC	5	-1	0	-14	14	1	i	2	-7	-0.6
32	CC(C)CNC(=O)CCCSc1nc2ccccc2[nH]1	1	0	-1	0	4	-1	i	8	-4	-1.4
33	Cc1cc(C)nc(NC(=O)c2ccc(Cl)c(Cl)c2)n1	-3	-1	-1	12	18	-2	i	-1	-2	-0.8
34	CC(=O)NC(=S)Nc1ccc([N+](=O)[O-])cc1C	2	0	1	-1	3	-15	i	0	-5	-0.5
35	CCCc1cc2c(cc1NC(=O)Cc1ccccc1)OCO2	-2	4	2	1	-14	1	i	-1	3	2.3
36	CCCNC(=O)Cc1c(C)oc2ccccc12	-3	-2	-2	-2	-6	2	i	-6	-7	-1.4
37	CCOC(=O)C1=C[C@@H](C(C)(C)C)N(S(=O)(=O)c2ccc(C)cc2)[C@H]1c1cccc2ccccc12	-6	3	3	-1	15	-1	i	-1	.	2.8
38	O=C(COC(=O)c1c[nH]c(=O)[nH]c1=O)Nc1ccccc1	4	-2	-1	5	-11	-4	i	6	-3	-1.1
39	CC(C)CNc1nc(Oc2ccc(=O)n(C)n2)nc(N2CCOCC2)n1	6	-1	-5	1	12	-1	i	-3	0	-6.8

Additional compounds:
#	Structure	MT1-MMP act inh	DNMT1 block	STEP inh	CendR NRP1 mod	SKN-1 block	SUMO1-SIM PPI	Rpn11 inh	NadD inh	Scp-1 inhibitor	LMPTP block
46	Nc1nc(/C=C/c2cccnc2)nc(-c2ccccc2O)n1	-16	-5	2	-4	0	-13	i	-12	-7	-1.3
47	CCc1ccc(C2CC3C(CN2S(=O)(=O)c2ccc(C)cc2)C(=O)CC(c2ccc(CC)cc2)N3S(=O)(=O)c2ccc(C)cc2)cc1 (configuration not stated)	-1	.	.	16	52	-4	.	.	.	1.3
48	Cc1ccc(-n2nnnc2SCC(=O)c2cc(C)n(-c3cc(C)on3)c2C)cc1	-3	3	0	-2	5	1	i	-2	-9	1.8
49	Cc1ccc(-c2nnn(CC(=O)N(CC(=O)NC3CCCC3)c3ccc(F)c(Cl)c3)n2)o1	13	12	-2	-2	7	-1	i	-4	-7	-0.3
50	COc1ccccc1-c1cc(N)n(S(=O)(=O)c2ccc(F)c(C)c2)n1	4	-2	0	-5	4	2	i	1	-6	0.4
51	Cc1[nH][nH]c(=O)c1N=Nc1ccccc1	13	-2	1	7	-5	-24	i	1	-6	0.1
52	Fc1ccccc1CN1CCCC(NC2CCC2)C1 (configuration not stated)	-2	0	0	-13	-3	0	i	-1	9	0.9
53	CC(=O)c1cn(-c2ccc(Cl)cc2)c(=O)n(Cc2ccc(Br)cc2)c1=O	-3	2	-1	4	-8	-3	i	-3	-1	1.6
